Bioassay records: PubChem BioAssay, National Center for Advancing Translational Sciences (NCATS)
GAA inh: alpha-glucosidase (human) inhibition; P10253; purified human GAA, 4-MU-alpha-glucoside fluorescence; Potency, µM (titrated, usually from 76.9 µM), for the others: at the highest dose activity change, negative = inhibition, most hits filed as inhibitors; actives 0.005% (n = 200,000);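 also: plate controls were uninhibited enzyme wells for no effect and no-enzyme background for full effect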
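AC50 values come from Hill fits of compound titrations (up to 77 uM) against 4 nM human enzyme. Substrate 4-methylumbelliferyl-alpha-D-pyranoside at 400 uM, pH 5.0 citrate buffer, 20 min room temperature; fluorescence Ex 365/Em 440 after alkaline stop.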
IMPase Li inh: cell-permeable IMPase inhibitors with lithium potentiation. CHO-M1 cells, IP1 TR-FRET (IP-One), carbachol + lithium. Potency, µM (series often up to 59.4 µM), inactives show top-dose activity, negative = IMPase inhibition, actives largely listed as inhibitors. actives 0.35% (n = 210,000);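 also: IP1 builds up when IMPase is blocked and the TR-FRET signal falls; plate controls were basal vehicle for no effect and high inhibitor control for full effect; nearly all actives have a fitted effect of over 50% in size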
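CHO-M1, 2000 cells/well, 16–30 h culture; cpd + low Li+, 30 min 37C; lysis with d2-IP1/Eu-anti-IP1 Ab, 10 min RT; TR-FRET 665/620 ratio and 620 channel; AC50 via Hill.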
HTT cytoprotect: protects HTT-Q103 PC12 cells, measured by ATP; PC12 HTT-Q103 induced, cytoprotection, ATP luminescence, 40 h; Potency, µM (series often up to 56.4 µM), without a hit: cytoprotection (ATP increase), usual class: activators; actives 0.14% (n = 230,000);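 also: % of control where 0% means no effect; nearly all actives have a fitted effect of over 45% in size; toxic huntingtin expression switched on by the ecdysone agonist tebufenozide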
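Huntington model: PC12 line, ecdysone-inducible HTTQ103 exon1–GFP, tebufenozide 100 nM. Test articles in a dose series. Endpoint luminescence from cellular ATP.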
GoLoco inh red: blocks human Gai1 binding to RGS12 GoLoco peptide, red readout | P63096 | actives 0.44% (n = 230,000) | Potency, µM (highest dose often 61.6 µM), for inactives: at the highest dose activity, negative = inhibition, actives largely listed as inhibitors | Gai1:RGS12 GoLoco peptide FP, rhodamine, 10 min; active = well fitted inhibition curve with a large enough effect, not every such curve was filed as active; inactive = no such curve, though single readings can be large or run the other way; also: % is scaled to controls: 0 for no effect and ±100 for the full control effect; nearly all actives have a fitted effect of over 30% in size; many of its hits are not listed in these tables
Target sequence (P63096 whole entry, looked up): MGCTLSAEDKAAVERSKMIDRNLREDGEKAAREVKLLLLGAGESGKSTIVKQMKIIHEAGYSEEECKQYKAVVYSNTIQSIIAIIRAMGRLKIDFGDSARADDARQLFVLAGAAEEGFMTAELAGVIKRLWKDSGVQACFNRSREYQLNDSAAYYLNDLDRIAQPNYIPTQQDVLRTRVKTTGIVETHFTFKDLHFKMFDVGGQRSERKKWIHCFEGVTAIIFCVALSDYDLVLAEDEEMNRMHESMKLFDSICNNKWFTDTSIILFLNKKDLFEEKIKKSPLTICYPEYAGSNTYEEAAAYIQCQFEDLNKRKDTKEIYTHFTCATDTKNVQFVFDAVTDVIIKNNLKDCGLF
aGlu spleen mod: inhibitors or activators of human alpha-glucosidase in spleen homogenate. P10253. human spleen homogenate, 4-MU-alpha-glucoside fluorescence. Potency, µM (titrated, usually from 79.9 µM), for inactives: at the highest dose activity change, negative = inhibition, hits mostly inhibitors. actives 0.006% (n = 240,000). AID 2112;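 also: 0% = enzyme with vehicle and -100% = no enzyme basal signal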
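Human spleen homogenate (1 ug) with 4-methylumbelliferyl-alpha-D-glucopyranoside (1 mM final) in 50 mM citrate/phosphate pH 5.0, 0.01% Tween-20; 40 min at 37 C. Stopped at pH 10; 4-MU fluorescence Ex 365/Em 440 nm; AC50 by Hill fit.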
HttQ103 aggreg: inhibitors of mutant huntingtin aggregate formation in PC12 cells; PC12 HttQ103-GFP aggregates, Acumen cytometry, 40 h; Potency, µM (doses to about 46.1 µM), for the others: at the highest dose activity change, negative = inhibition, hits mostly inhibitors; actives 1.1% (n = 220,000); also: % is scaled to controls: 0 for no effect and ±100 for the full control effect; nearly all actives have a fitted effect of over 60% in size
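PC12 cells stably carrying ecdysone-inducible HTT exon 1 Q103–GFP were induced with tebufenozide (100 nM final) and treated with library compounds in titration. GFP aggregates in lysates were counted by laser scanning cytometry.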
GAA glycogen: GAA glycogen-cleavage inhibition or activation. P10253. recombinant GAA, glycogen substrate, Amplex Red glucose oxidase fluorescence. actives 0.38% (n = 300,000). Potency, µM (top dose mostly 76.4 µM), without a hit: at the highest dose activity change, negative = inhibition, actives largely listed as inhibitors;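 also: 0% = full enzyme reaction and -100% = no-enzyme basal signal; the screen sought inhibitors and activators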
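Recombinant enzyme (4 nM final) with compounds titrated up to 77 uM and bovine liver glycogen (30 ug) in citrate pH 5.0, 0.01% Tween-20, 37 C 40 min. Released glucose detected by Amplex Red/glucose oxidase (Ex 573/Em 610); AC50 from Hill fits.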
The depositor's hits bear a star; ? = inconclusive; . = not tested or not shown; [ ] = remark or other dose. Unless noted, calls follow the shape of the dose curve; as a rule, active = well fitted curve in the direction sought with a large enough effect; inconclusive = small, poorly fitted or top-dose-only effect, or another doubt; inactive = no such curve, though single readings can be large; an effect the other way counts as inactive or inconclusive. Potency is read from the fitted curve at half-maximal effect.

item	smiles	GAA inh	IMPase Li inh	HTT cytoprotect	GoLoco inh red	aGlu spleen mod	HttQ103 aggreg	GAA glycogen
1	Cc1nnc(NC(=O)/C=C/c2ccco2)s1	?	5%	-12%[10 µM]	-29%	2%	6%	0%
2	CCN(CC)c1ccc(NC(=O)COC(=O)CSc2ccc(Br)cc2C)cc1	-8%	14%	.	24%	-11%	2%	-6%
3	Cn1c(=O)c(C(=O)COC(=O)c2cc(C(F)(F)F)nc3c(C(F)(F)F)cccc23)c(N)n(Cc2ccccc2)c1=O	.	-4%	-1%	0%	1%	.	.
4	C[C@@H]1NCC[C@H](CC(=O)O)[C@H]1CC(=O)O	.	0%	2%[10 µM]	4%[14.2 µM]	.	.	.
5	CCOC(=O)c1cc2oc(C)cc2n1CC(=O)OC1CCCCC1	-5%	6%[38.3 µM]	-16%	-5%	-14%	?	-11%
6	Cc1cc(=O)n2nc(N3CCC(C(=O)N4CCN(Cc5ccccc5)CC4)CC3)sc2n1	4%	-10%[38.3 µM]	15%[10 µM]	4%	-11%	-4%	0%
7	Cc1ccc2nc(Cl)c(C3CC(c4ccco4)=NN3S(C)(=O)=O)cc2c1 (centres undefined)	.	.	27%[10 µM]	17%	-27%	11%[9.22 µM]	-5%
8	CC(C)(C)NC(=O)NC(=O)CSc1nnc(COc2ccccc2Cl)o1	-4%	-7%[38.3 µM]	-13%	-3%	0%	29%	-3%
9	Cc1scc(C(=O)NNC(=S)NCC2CCCO2)c1-c1ccccc1 (centres undefined)	-1%	-6%	.	9%	-11%	13%	-1%
10	COc1ccc(Nc2nc(-c3sc(N)nc3C)cs2)cc1	-15%	28%[38.3 µM]	0%[10 µM]	80%[activator]	-1%	30%	?
11	Cc1cc(C)n2nc(CC(=O)NC3CCCCCCC3)nc2n1	-1%	16%[38.3 µM]	-6%	4%	-4%	12%	0%
12	CCCn1c(C)nc2c(NCc3ccccc3)nc(C)nc21	.	-4%	-40%[inhibitor]	1%	2%	.	.
13	Cn1c2ccccc2c(=O)c2c(=O)n(C3CCCCC3)c(-c3ccco3)nc21	?	17%	-45%[inhibitor][10 µM]	5%	-13%	?	-5%
14	Cc1csc(NC(=O)c2ccc3c(=O)n4c(nc3c2)CCCCC4)n1	5%	.	6%[10 µM]	.	-14%	-5%	10%
15	COC(=O)c1sc2nc(C)nc(SCC(=O)N3CCC(C(=O)O)CC3)c2c1C	?	?	1%	9%	-1%	12%	11%
16	COc1ccc(N2CCN(Cc3nc4c(c(=O)[nH]c(=O)n4C)n3Cc3cccc(Cl)c3)CC2)cc1	.	.	5%[10 µM]	2%	-3%	4%[9.22 µM]	5%
17	CCN(CC)S(=O)(=O)c1cccc(NC(=O)COC(=O)CCC(=O)c2ccc(F)cc2)c1	?	-3%	.	5%	-11%	2%	0%
18	Cc1cc(C)n(CC(=O)c2cccc(N)c2)n1	7%	8%	19%[10 µM]	8%	2%	13%	-19%
19	c1ccc2c3c(c(CN4CCCCC4)cc2c1)COC3	-7%[15.4 µM]	.	7%[10 µM]	9%	1%	-30%[9.22 µM]	-2%
20	OC(CNCc1ccc(Cl)cc1)(c1ccccc1)c1ccc(F)cc1 (centres undefined)	-6%	18%	-139%[inhibitor]	-2%	-8%	?	-3%
21	CC1CCCC(NC(=O)COC(=O)CSc2ccc3ccccc3c2)C1C (centres undefined)	-1%	-7%	.	-6%	5%	4%	1%
22	COc1cccc(NC(=O)C(=S)NC2CCCCC2)c1	8%	20%	-29%	9%	0%	27%	6%
23	Cc1ccc(-c2csc3nc(-c4ccncc4)[nH]c(=O)c23)cc1	.	.	30%[10 µM]	88%[activator]	5%	-24%[9.22 µM]	6%
24	Cc1cc(Oc2ccc(C)c(Cl)c2)nc(SCC(=O)c2ccccc2)n1	4%	23%	-2%[10 µM]	-5%	1%	-23%	-6%
25	Nc1nc2ccccc2cc1S(=O)(=O)c1ccccc1	?	-5%	-37%[inhibitor]	4%	.	-10%	3%
26	CCC1(C)Cc2c(C#N)c(N)n(N)c(=S)c2CO1 (centres undefined)	8%	-9%	7%[10 µM]	0%	-13%	6%	3%
27	Cc1ccc(S(=O)(=O)Cn2nnnc2CN2CCN(Cc3ccc4c(c3)OCO4)CC2)cc1	-4%	0%[38.3 µM]	3%[10 µM]	-4%	-2%	-17%	3%
28	COC(CNC(=O)c1cc(-c2ccncc2)nc2ccc(S(=O)(=O)N3CCOCC3)cc12)OC	-10%	-10%	?	-1%	-9%	6%	-14%
29	OCCCNc1nccc(-c2cc(Nc3cccc(Cl)c3)ncn2)n1	.	.	-25%[10 µM]	10%	4%	0.79µM*	-7%
30	COc1ccc(C)cc1NC(=O)CSc1nc(SC)ns1	1%	-2%[38.3 µM]	-20%	5%	-2%	-9%	-10%

Record cards, from the list above:
Listed for Cc1scc(C(=O)NNC(=S)NCC2CCCO2)c1-c1ccccc1 (centres undefined) → GAA inh: -1%; IMPase Li inh: -6%; HTT cytoprotect: .; GoLoco inh red: 9%; aGlu spleen mod: -11%; HttQ103 aggreg: 13%; GAA glycogen: -1%
Listed for COC(CNC(=O)c1cc(-c2ccncc2)nc2ccc(S(=O)(=O)N3CCOCC3)cc12)OC → GAA inh: -10%; IMPase Li inh: -10%; HTT cytoprotect: ?; GoLoco inh red: -1%; aGlu spleen mod: -9%; HttQ103 aggreg: 6%; GAA glycogen: -14%

Single values from the results shown:
Reading of #22 in GAA glycogen: 6%
Reading of #15 in aGlu spleen mod: -1%
Reading of #5 in aGlu spleen mod: -14%
Reading of #29 in HTT cytoprotect: -25%[10 µM]
Reading of #12 in GoLoco inh red: 1%

Fetched by compound from the list above (7):
item	smiles	GAA inh	IMPase Li inh	HTT cytoprotect	GoLoco inh red	aGlu spleen mod	HttQ103 aggreg	GAA glycogen
29	OCCCNc1nccc(-c2cc(Nc3cccc(Cl)c3)ncn2)n1	.	.	-25%[10 µM]	10%	4%	0.79µM*	-7%
4	C[C@@H]1NCC[C@H](CC(=O)O)[C@H]1CC(=O)O	.	0%	2%[10 µM]	4%[14.2 µM]	.	.	.
25	Nc1nc2ccccc2cc1S(=O)(=O)c1ccccc1	?	-5%	-37%[inhibitor]	4%	.	-10%	3%
6	Cc1cc(=O)n2nc(N3CCC(C(=O)N4CCN(Cc5ccccc5)CC4)CC3)sc2n1	4%	-10%[38.3 µM]	15%[10 µM]	4%	-11%	-4%	0%
18	Cc1cc(C)n(CC(=O)c2cccc(N)c2)n1	7%	8%	19%[10 µM]	8%	2%	13%	-19%
13	Cn1c2ccccc2c(=O)c2c(=O)n(C3CCCCC3)c(-c3ccco3)nc21	?	17%	-45%[inhibitor][10 µM]	5%	-13%	?	-5%
21	CC1CCCC(NC(=O)COC(=O)CSc2ccc3ccccc3c2)C1C (centres undefined)	-1%	-7%	.	-6%	5%	4%	1%

The results go on:
item	smiles	GAA inh	IMPase Li inh	HTT cytoprotect	GoLoco inh red	aGlu spleen mod	HttQ103 aggreg	GAA glycogen
31	Cc1cc(-n2c(=O)c(C#N)cc3c(=O)n4ccccc4nc32)no1	?	?	-7%[0.074 µM]	34%[activator]	?	12%	-7%
32	COC(C[C@@H](O)[C@@H](C)[C@H](O)COCc1ccccc1)OC	.	.	-4%[10 µM]	1%	2%	-32%[9.22 µM]	-8%
33	N#Cc1c(N)sc2c1CCN(CCc1ccccc1)C2	?	5%	-11%[10 µM]	98%[activator]	-2%	5%	?
34	COc1ccc(-c2nnc(SCC(=O)Nc3nc4ccccc4s3)n2C)cc1	-5%	23%[38.3 µM]	-7%	8%	2%	-10%	-3%
35	C=CCOC(=O)N[C@@H](CC(C)C)/C(C(=O)OC)=C(\C)NCc1ccccc1	.	26%	20%	-4%	2%	.	.
36	COc1cc2c(cc1OC)C(C)N(C(=O)Cn1ncc3c1-c1ccccc1OC3)CC2 (centres undefined)	4%	12%	-3%	7%	4%	-14%	-2%
37	COc1ccc(NC(=S)N(CCN(C)C)C(C)c2ccco2)cc1Cl (centres undefined)	-7%	5%	16%[10 µM]	-6%	-11%	19%	-20%
38	Cc1ccc(C)c(Cn2c(O)c(N=NC(=S)Nc3ccccc3F)c3ccccc32)c1	?	1%	7%	3%	1%	-29%	-5%
39	Cc1c(C(=O)N/N=C/c2ccncc2)no[n+]1[O-]	12%	5%	-6%[10 µM]	8%	4%	-12%[9.22 µM]	-25%
40	COc1ccc(-c2cc(-c3nnc(COC(=O)C4CC4)o3)c3ccccc3n2)cc1OC	-9%	-5%	8%[1.9 µM]	23%	3%	-27%	-10%
41	COc1ccc(CN2CCCC(C(=O)N(C)Cc3ccccc3)C2)cc1OC (centres undefined)	2%	.	2%	.	1%	-2%	-8%
42	N/C(Cc1cccc2ccccc12)=N\O	-8%[15.4 µM]	.	-12%[10 µM]	0%	-6%	-23%[9.22 µM]	-5%
43	N#Cc1ccc(NC(=S)Nc2ccccc2)cc1	?	-4%	.	19%	1%	11%	-2%
44	C=CCNC(=S)Nc1ccc(F)cc1F	-9%	0%	1%[10 µM]	6%	-5%	-2%	7%
45	COc1ccc(C(c2nnnn2C2CCCC2)N2CCN(C3CCCC3)CC2)cc1OC (centres undefined)	-3%	7%	-24%[10 µM]	4%	-7%	-22%	5%
46	O=c1sc2ccccc2n1CCOc1ccccc1	-3%	7%[38.3 µM]	-27%[10 µM]	-7%	5%	3%	0%
47	O=[N+]([O-])c1cc(/C=N/OCc2c(Cl)cccc2Cl)ccc1N1CCOCC1	-7%	-6%	-10%[10 µM]	5%	-3%	3%	-3%
48	Cc1cc(Cl)c(OCCCn2ccnc2)c(Br)c1	2%	20%	-17%[0.074 µM]	5%	-4%	5%	-6%
49	CCOc1cc(CNCC2CCCN2CC)cc(Cl)c1OC (centres undefined)	4%	5%	-28%	15%	-14%	-7%	-6%
50	CC1CC(C)(C)NC(=S)N1CCCC(=O)Nc1ccc(Cl)cc1 (centres undefined)	4%	9%	-6%	2%	2%	4%	4%

Some of the compounds tested (hit frequency here may not be typical).
